UBC9 SUMO inh: SUMOylation inhibition. P63279. HTRF SUMOylation assay, SAE1/SAE2 + UBC9, in vitro. inhibition, % at 35 µM. hit rate 0.36% among 290,000. AID 2006; in the data active = inhibition above about 50%, passing the limit was not always enough; note: strong numbers were not always called active
Target sequence (P63279 whole entry, looked up): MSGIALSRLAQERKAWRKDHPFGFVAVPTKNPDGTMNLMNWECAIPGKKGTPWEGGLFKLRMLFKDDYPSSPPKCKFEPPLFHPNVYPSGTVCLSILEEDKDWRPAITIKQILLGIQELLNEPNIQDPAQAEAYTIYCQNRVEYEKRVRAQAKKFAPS
MEKK2 mut-MEK5: signal of MEK5 binding to mutant human MEKK2 PB1 domain; AID 1530; percent response, % at 10 µM; hit rate 0.35% among 290,000; bead flow cytometry, Alexa488-MEK5 binding to MEKK2 mutant; in the data active = percent response above about 24%, passing the limit was not always enough; note: inactives centre near 1; some results filed as inactive read as strong as hits
DNA FID counter: counter-screen for HCV NS3 helicase inhibitors: DNA intercalator displacement | DNA fluorescent intercalator displacement, fluorescence | inhibition, % at 7.9 µM | hit rate 0.17% among 290,000; in the data active = inhibition above about 37%;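 note: 0% = vehicle and 100% = reference compound; higher means more ethidium bromide displaced from hairpin DNA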
NS3 helicase inh: HCV NS3 helicase inhibition; NS3 helicase DNA unwinding, Cy5 molecular beacon fluorescence; inhibition, % at 10.9 µM; hit rate 0.56% among 290,000;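 active = inhibition above the mean of all tested compounds plus 3 SD, set per campaign, cut at about 35% in these data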;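 note: 0% = DMSO wells and 100% = thioflavine S control wells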
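assay system = NS3 helicase fragment of HCV | buffer or medium = MOPS pH 6.5, MgCl2, DTT, Tween20, BSA | timing = 60 min unwinding reaction at 25 °C after ATP addition | signal = Cy5 beacon fluorescence read at start and 1 h | read-out basis = % inhibition of unwinding | control set = low DMSO, high thioflavine S at 110 µM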
CRFR2-BP antag: blocks CRF-induced signaling of the CRF-BP/CRF-R2 complex; HEK293 CRF-R2/CRF-BP, CRF-induced calcium fluorescence; inhibition, % at 11.8 µM; hit rate 0.59% among 350,000;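 active = inhibition of the ligand-induced calcium signal above about 50% at the single tested concentration, limit read from the data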
MEKK2wt PB1 HTS: raises or lowers MEK5 binding to wildtype human MEKK2 PB1 domain | Q9Y2U5 | bead flow cytometry, Alexa488-MEK5 binding to MEKK2 WT; actives lie on both sides | hit rate 1.1% among 290,000 | AID 1531 | binding response (% of control), % at 10 µM; in the data active = binding response below about 67% or above about 130%
GalR3 antagonist: antagonists of human GalR3; hit rate 0.44% among 360,000; inhibition, % at 3 µM; HEK293 GalR3-CNG cAMP membrane potential fluorescence; galR3 body fused to GalR1 C-terminus; O60755;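 active = inhibition above the screen-wide average plus 3 SD, cut at about 13% in these data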;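 note: forskolin and galanin both at EC90 stimulate the cells; cAMP rise reported by CNG channel membrane potential dye signal; 0% = forskolin plus galanin with DMSO and 100% = forskolin alone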
CRFBP-R2 agonist: agonists of human CRF-binding protein/CRF-R2 receptor complex; HEK293 CRF-R2/CRF-BP, calcium dye fluorescence (FLIPR); percent of saturating CRF peptide response; activation, % at 13.2 µM; hit rate 0.46% among 350,000; AID 588473;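 active = activation of at least 50%, plus an integration ratio under a set limit after plate pattern correction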;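 note: plate controls were neutral control wells without compound for no effect and CRF at EC100 for full effect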
MEKK3 PB1 HTS: MEKK3-MEK5 PB1 interaction, increase or decrease. Q99759. bead-based flow cytometry, Alexa488-MEK5 binding to MEKK3; actives lie on both sides; 0 = blocked by unlabeled MEK5, 100 = vehicle. binding response (% of control), % at 10 µM. hit rate 1.4% among 290,000. AID 1529;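 active = binding response more than 3 SD above or below the average of its plate-row segment, actives on both sides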;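 note: Alexa488 bead fluorescence after subtracting the streptavidin-only scavenger bead signal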
Target sequence (Q99759 whole entry, looked up): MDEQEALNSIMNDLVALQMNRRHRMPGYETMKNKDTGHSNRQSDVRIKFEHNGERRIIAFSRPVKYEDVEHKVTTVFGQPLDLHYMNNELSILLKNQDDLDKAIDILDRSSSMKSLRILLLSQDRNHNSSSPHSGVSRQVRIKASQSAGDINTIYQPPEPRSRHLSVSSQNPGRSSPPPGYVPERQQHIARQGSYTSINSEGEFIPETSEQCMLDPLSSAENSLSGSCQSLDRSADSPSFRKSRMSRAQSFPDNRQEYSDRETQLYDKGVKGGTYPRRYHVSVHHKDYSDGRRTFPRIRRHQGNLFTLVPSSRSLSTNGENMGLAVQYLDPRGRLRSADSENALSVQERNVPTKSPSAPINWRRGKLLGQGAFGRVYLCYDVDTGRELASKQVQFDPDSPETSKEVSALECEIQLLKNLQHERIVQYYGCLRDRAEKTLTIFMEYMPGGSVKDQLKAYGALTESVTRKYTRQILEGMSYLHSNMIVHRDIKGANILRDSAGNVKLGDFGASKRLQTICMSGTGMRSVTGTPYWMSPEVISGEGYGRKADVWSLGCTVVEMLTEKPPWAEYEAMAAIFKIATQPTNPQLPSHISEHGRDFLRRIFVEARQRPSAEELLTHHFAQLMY
* marks the source's active call; other numbers are inactive results; / = no result given.

Start of the data: the first 3 records, ahead of the listing:
Fields: UBC9 SUMO inh, MEKK2 mut-MEK5, DNA FID counter, NS3 helicase inh, CRFR2-BP antag, MEKK2wt PB1 HTS, GalR3 antagonist, CRFBP-R2 agonist, MEKK3 PB1 HTS
O=C(O)c1ccc(S(=O)(=O)c2ccc3c(c2)C(=O)N(NC(=O)c2cccnc2)C3=O)cc1
 : 13, 8, 2, 5, 7, 99, -7, -0.3, 100
OC(COc1ccc(F)cc1Cl)CN1CCc2ccccc2C1 (stereo unspecified)
 : 8, 5, 3, -6, -9, 105, -6, -1.1, 100
CCn1c(/C=N/c2nc3ccccc3n2C)nc2ccccc21
 : 12, 1, 5, -6, 3, 98, -5, 8.4, 100

Main list, repeating the preview:
Fields: UBC9 SUMO inh, MEKK2 mut-MEK5, DNA FID counter, NS3 helicase inh, CRFR2-BP antag, MEKK2wt PB1 HTS, GalR3 antagonist, CRFBP-R2 agonist, MEKK3 PB1 HTS
O=C(O)c1ccc(S(=O)(=O)c2ccc3c(c2)C(=O)N(NC(=O)c2cccnc2)C3=O)cc1
 : 13, 8, 2, 5, 7, 99, -7, -0.3, 100
OC(COc1ccc(F)cc1Cl)CN1CCc2ccccc2C1 (stereo unspecified)
 : 8, 5, 3, -6, -9, 105, -6, -1.1, 100
CCn1c(/C=N/c2nc3ccccc3n2C)nc2ccccc21
 : 12, 1, 5, -6, 3, 98, -5, 8.4, 100
CC(NC(=O)CSc1nc2sc3c(c2c(=O)n1-c1ccccc1)CCCC3)c1ccccc1 (stereo unspecified)
 : 17, 4, -3, 6, -52, 87, -11, 6.5, 110
C#CCN1C(=O)C2(OCCO2)c2ccccc21
 : 15, 7, 1, 2, 15, 111, -6, -2.4, 108
Cc1cs/c(=N\N=C\c2ccc(O)cc2)n1Cc1ccco1
 : -14, 0, -7, 3, -24, 98, -6, -8.5, 100
Clc1ccc(CSc2ncn[nH]2)cc1
 : 0, /, -1, 0, 21, /, -1, 0.3, /
CC1=Nc2cccc3cccc(c23)N1C
 : 79*, -2, 9, -5, 18, 101, -3, -1.2, 99
C(#Cc1ccccc1)C[N+]1(CC#Cc2cccc3ccccc23)CCCC1
 : 23, -1, 29, -67, 22, 110, 1, 0.3, 88
CCO[C@H]1OC(C(=O)N2CCCCCCC2)=C[C@@H](C2CCCCC2)[C@@H]1CCCO
 : -4, 5, -49, -8, 12, 104, -3, -1.5, 104
O=C(N/N=C/c1ccncc1)c1sc2ccccc2c1Cl
 : 13, 2, -28, -7, 5, 100, 0, -1.1, 99
O=C(NC(Cc1c[nH]c2ccccc12)C(=O)O)/C(=C/c1ccc2c(c1)OCO2)NC(=O)c1ccccc1 (stereo unspecified)
 : -15, 7, -39, 22, 21, 105, -2, -4.3, 102
Cc1nc(C(=O)NC2CCOCC2)sc1C1(C)CC(c2cccc([N+](=O)[O-])c2)=NO1 (stereo unspecified)
 : 8, 7, /, /, 3, 95, 1, 2.9, 114
CCOc1ccc(N=Cc2c(O)cc(C)oc2=O)cc1
 : -13, 1, -1, 7, 6, 109, 5, 0.2, 114
O=C(c1cc(Cl)c(=O)n(Cc2ccccc2)c1)N1CCOCC1
 : -12, -6, 1, -1, 2, 98, -4, -2.2, 97
FC(F)Oc1ccc(NC(=S)NNc2ccnc3cc(Cl)ccc23)cc1
 : -1, -1, -1, -3, -23, 97, 1, 0.2, 100
c1ccc(CNc2nc3ccccc3[nH]2)cc1
 : -11, -6, 0, -2, 6, 100, -5, -0.1, 99
CCC1(c2ccc(F)cc2)NC(=O)N(CC(=O)Nc2ccc(S(N)(=O)=O)cc2)C1=O (stereo unspecified)
 : -8, 2, 1, 5, -13, 98, -9, 0.3, 103
CCOC(=O)c1nnn(-c2nonc2N)c1-c1ccc(OC)cc1
 : -3, -9, -6, -12, -6, 92, -4, -1.0, 89
CCOc1cc(/C=C(\C#N)c2nc(-c3cccs3)c(NC(C)=O)s2)ccc1O
 : 17, -2, 8, -8, -322, 89, -9, 222*, 96

Next section:
Fields: UBC9 SUMO inh, MEKK2 mut-MEK5, DNA FID counter, NS3 helicase inh, CRFR2-BP antag, MEKK2wt PB1 HTS, GalR3 antagonist, CRFBP-R2 agonist, MEKK3 PB1 HTS
Cc1occc1C(=O)Nc1ccccc1NC(=O)c1ccoc1C
 : /, 1, -15, 5, -19, 105, 1, 1.8, 100
Cc1c(C(=O)N2CCCCC2)oc2ccc(S(=O)(=O)N3CC(C)CC(C)C3)cc12 (stereo unspecified)
 : -29, 2, -36, -4, 24, 99, /, -1.8, 101
COc1ccc2cc3cc(C(=O)N4CCCCC4C)oc3nc2c1 (stereo unspecified)
 : /, 1, -33, -6, -11, 105, -1, -0.1, 104
O=C(c1cccc(Cl)c1)N1CCN(Cc2ccc3c(c2)OCO3)CC1
 : -6, -1, -20, -2, 7, 97, -4, -0.5, 93
Cc1ccccc1Nc1nc(N)nc(CSc2nncn2C)n1
 : -3, -1, 3, 0, 4, 99, -4, -4.1, 98
Cc1cccc(NC(=S)Nc2ccc3cn[nH]c3c2)c1
 : 13, 18, 4, -4, -19, 100, -5, -1.0, 99
CCOc1ncccc1C(=O)OCC(=O)Nc1ccc(S(=O)(=O)N2CCOCC2)cc1
 : 9, -1, -18, 16, 11, 94, -4, -1.7, 96
Cc1nc2nc(-c3ccccc3)[nH]n2c(=O)c1Cc1ccccc1
 : 0, 1, 0, 2, -20, 100, -3, -3.4, 102
Cc1nc2cc(NC(=O)Nc3cccc([N+](=O)[O-])c3)ccc2n1C
 : -2, 4, 20, 4, 17, 114, -8, 2.0, 103
CCn1c(SCC(=O)N2CCN(c3ccccc3)CC2)nnc1-c1ccncc1
 : -13, 11, -4, -6, /, 102, /, /, 98
COc1ccc(CCC(=O)N2CCN(S(=O)(=O)c3ccc4ccccc4c3)CC2)cc1
 : 25, -1, -13, -2, 7, 97, 1, -0.1, 99
Cc1c(O)ccc(C(=O)COc2ccc(F)cc2)c1O
 : 14, /, 6, -2, -8, /, -4, 4.6, /
CC(C)Cc1cc(C(=O)Nc2cccc(O)c2)no1
 : 18, 0, -6, -14, 15, 95, 9, 0.3, 102
COc1cccc(NC(=O)Cn2c(=O)n(CCC(=O)NC3CCN(Cc4ccccc4)CC3)c(=O)c3ccccc32)c1
 : 26, 0, 20, -23, 3, 102, -4, -1.4, 95
COc1cccc(N(C(=O)C2CSC(=O)C2)C(C(=O)NC(C)(C)C)c2ccncc2)c1 (stereo unspecified)
 : 12, 1, -17, 2, 9, 101, -3, -0.7, 100
O=C(O)C1CCCCN1S(=O)(=O)c1cccc2nsnc12 (stereo unspecified)
 : -12, 15, 2, 3, 9, 97, /, 0.4, 104
Cc1occc1C(=O)/C(C#N)=C/c1ccc(O)c(Br)c1
 : 5, 10, -8, 8, -35, 98, -2, 48, 101
Cc1c(OC(C)C(=O)NCC(O)c2ccccc2)ccc2c3c(c(=O)oc12)CCC3 (stereo unspecified)
 : 3, -10, -45, 5, -13, 98, 7, -0.1, 100
CC(C)c1ccc(N2CC(C)(C)C2=O)cc1
 : 7, -11, -1, 17, -14, 91, -3, -0.8, 100
Cn1nccc1NC(=O)COCC(=O)O
 : 5, -4, 2, -1, 10, 98, 4, -0.1, 101

(list continues)
Fields: UBC9 SUMO inh, MEKK2 mut-MEK5, DNA FID counter, NS3 helicase inh, CRFR2-BP antag, MEKK2wt PB1 HTS, GalR3 antagonist, CRFBP-R2 agonist, MEKK3 PB1 HTS
COc1ccc(N(CC(=O)N2CCOCC2)S(C)(=O)=O)cc1
 : 10, 2, -5, -7, 8, 107, -2, 1.1, 99
Cc1c(C(=O)NNC(=O)Nc2ccc([N+](=O)[O-])cc2)oc2ccccc12
 : 37, 5, 6, 18, 4, 98, -2, -1.0, 100
O=[N+]([O-])c1ccccc1-c1ccc(/C=N/n2cnnc2)o1
 : 9, 6, 4, 1, -4, 109, -3, 1.8, 104
Cc1nnc(NC(=O)C(C)Sc2nnc(CCNC(=O)c3ccccc3F)n2C)s1 (stereo unspecified)
 : -3, 1, -13, 0, 5, 101, 13*, -0.9, 104
CCc1ccc(S(=O)(=O)N/N=C\c2ccc([N+](=O)[O-])o2)cc1
 : 0, -2, 1, 2, 6, 106, -1, -1.1, 104
COc1ccc(/C=N/NC(=O)C2(O)c3ccccc3-c3ccccc32)cc1
 : -7, 1, -4, -2, 1, 108, -9, 0.6, 116
CC1CCN(c2ccc(C(=O)Nc3nnc(C4CC4)s3)cc2[N+](=O)[O-])CC1
 : -14, 3, -5, 8, -22, 98, 0, -0.5, 103
O=C(c1cc2c([nH]c1=O)CCCC2)N1CCc2c([nH]c3ccccc23)C1c1ccccc1F (stereo unspecified)
 : 13, -7, -30, -2, -38, 89, -7, -0.6, 90
CCOC(=O)CSCC(NC(=O)OC(C)(C)C)C(=O)OCC (stereo unspecified)
 : 22, 3, -11, 4, 27, 101, 7, 6.3, 102
CCCOc1ncnc2c1[nH]c1ccc(C)cc12
 : 13, -2, -7, -6, -15, 101, /, -5.7, 100
O=C(CSC1=NC2(CCCCCC2)N=C1c1ccccc1)Nc1ccc2c(c1)OCCO2
 : -22, -5, -31, -8, -33, 96, -3, -0.6, 102
CC1=C(C(=O)NCc2ccccc2)C(c2cccnc2)n2ncnc2N1 (stereo unspecified)
 : 17, -1, -1, -5, -2, 104, 4, -0.3, 105
COc1ccc(S(=O)(=O)N2CCN(C(=O)NCc3ccc(OC)c(OC)c3)CC2)cc1
 : -8, 0, -24, -3, 1, 95, -6, -0.3, 99
Cc1cccc(COCC(Cc2ccccc2)N2CCN(C(=O)c3cc(Cl)cc(Cl)c3)CCC2=O)c1 (stereo unspecified)
 : -25, -4, -41, -22, -23, 92, /, 7.1, 94
CSc1ncccc1C(=O)OCC(=O)NC(C)(C)C
 : 8, -2, -3, -2, 6, 96, -9, -2.7, 93
CC(C)C1Cc2c(C#N)c(N)n(C)c(=S)c2CO1 (stereo unspecified)
 : 32, /, 3, -10, 21, /, -3, 0.5, /
CCOC(=O)CNNC(=O)Nc1ccc(Cl)c(Cl)c1
 : 6, -2, -5, -12, -33, 95, -2, 17, 92
COc1cc(NC(=O)COC(=O)c2cnccn2)c(C)cc1[N+](=O)[O-]
 : 0, -17, 5, 2, 6, 87, -1, -0.5, 86
O=C(Cn1nc(-c2ccccc2Cl)ccc1=O)Nc1ccccc1-c1ccccc1
 : -12, -5, -31, -3, -3, 89, 0, -0.4, 93
CNC(=O)CN1C(=O)NC2(CCc3ccccc32)C1=O (stereo unspecified)
 : 0, -10, 2, -1, -11, 81, -4, 8.1, 79

Screening data from PubChem BioAssay.

Only part of the results is shown. The share of hits here may be higher or lower than overall.
